# Screens deposited in PubChem by Broad Institute.
# ROS inducer: inducers of reactive oxygen species in cancer cells | U2OS ROS induction, H2DCF-DA fluorescence | ROS induction (% of piperlongumine), % at 10 µM | 2% of 46,000 active | AID 624156; in the data active means ROS induction above about 79%, passing the limit was not always enough; inconclusive means no clear call, values can overlap the other calls;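 further: 0% = DMSO vehicle median and 100% = reference compound median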
# Starred values were filed as active, the others as inactive; ? = inconclusive.
SMILES,ROS inducer
C[C@H](CO)N1C[C@H](C)[C@@H](CN(C)Cc2ccc(Cl)c(Cl)c2)Oc2c(NC(=O)Nc3ccc4c(c3)OCO4)cccc2C1=O,16
COC(=O)c1cc(OC)c(OC)cc1NC(=O)COc1ccccc1F,3
C[C@@H]1CN([C@@H](C)CO)C(=O)c2cccc(NC(=O)C3CC3)c2O[C@H]1CN(C)C(=O)Nc1ccc2c(c1)OCO2,72
CCn1c(SCC(=O)c2ccc(Br)cc2)nnc1-c1ccco1,3
C[C@H](CO)N1C[C@H](C)[C@@H](CN(C)C(=O)c2ccc(N3CCN(C)CC3)cc2)OCc2cnnn2CCCC1=O,-3
C[C@@H]1CN([C@H](C)CO)C(=O)Cc2cc(NS(=O)(=O)c3cccs3)ccc2O[C@H]1CN(C)S(=O)(=O)c1cccs1,2
CCn1c(SCC(=O)Nc2cccc(SC)c2)nnc1-c1ccc(Cl)cc1,-26
COC(=O)c1ccccc1NC(=O)NC1CCCCC1,-5
Cc1noc(C)c1S(=O)(=O)Nc1ccc2c(c1)C(=O)N([C@H](C)CO)C[C@H](C)[C@@H](CN(C)C(=O)C1CCCCC1)OCCCC[C@@H](C)O2,22
C[C@@H]1CN([C@H](C)CO)C(=O)c2cc(NC(=O)Nc3ccc(F)cc3)ccc2O[C@H]1CN(C)CC1CCCCC1,-14
O=C1CCCCCN1CP(=O)(O)CN1CCCCC1,7
CC(=O)N(O)CCCCCNC(=O)CCC(=O)N(O)CCCCCNC(=O)CCC(=O)N(O)CCCCCN,0
COc1ccc(NC(=O)Nc2ccc3c(c2)C(=O)N([C@H](C)CO)C[C@@H](C)[C@@H](CN(C)S(=O)(=O)c2ccc(C)cc2)O3)cc1,?
C[C@@H]1CN([C@@H](C)CO)C(=O)Cc2cc(NC(=O)Nc3ccccc3)ccc2O[C@@H]1CN(C)S(=O)(=O)c1ccccc1,7
O=C(NCCCN1CCOCC1)c1cccnc1,-13
COC(=O)Cc1c(/C(Cl)=C/C(=O)O)oc2cc(C)cc(O)c2c1=O,-13
CC(C)CC(C(=O)c1ccccc1)c1ccccc1 (stereo unspecified),-18
O=C(CCCCCCC(=O)Nc1ccccc1O)N/N=C/c1cc2c(cc1Br)OCO2,26
COc1ccc2c(c1)O[C@@H]1COc3cc(OC)c(OC)cc3[C@@H]1C2=O,0
COc1ccc(N(CC(=O)Nc2ccc(I)cc2C)S(C)(=O)=O)cc1Cl,0

# Reformatted with each value named: entries from further up
CCn1c(SCC(=O)Nc2cccc(SC)c2)nnc1-c1ccc(Cl)cc1
  ROS inducer: -26
COC(=O)c1ccccc1NC(=O)NC1CCCCC1
  ROS inducer: -5
Cc1noc(C)c1S(=O)(=O)Nc1ccc2c(c1)C(=O)N([C@H](C)CO)C[C@H](C)[C@@H](CN(C)C(=O)C1CCCCC1)OCCCC[C@@H](C)O2
  ROS inducer: 22
C[C@@H]1CN([C@H](C)CO)C(=O)c2cc(NC(=O)Nc3ccc(F)cc3)ccc2O[C@H]1CN(C)CC1CCCCC1
  ROS inducer: -14

# Further compounds follow:
SMILES,ROS inducer
C[C@H]1CN([C@@H](C)CO)C(=O)c2cc(NC(=O)Cc3cn(C)c4ccccc34)ccc2O[C@H]1CN(C)S(=O)(=O)c1ccc(Cl)cc1,3
CNC[C@@H]1Oc2c(NC(=O)C3CC3)cccc2C(=O)N([C@@H](C)CO)C[C@H]1C,-7
COc1ccc(NC(=O)N(C)C[C@H]2Oc3ccc(NC(=O)Cn4cnnn4)cc3CC(=O)N([C@@H](C)CO)C[C@H]2C)cc1,8
CN(C)CCCCNC(=O)[C@@H]1C[C@@H]2C(=O)N[C@@H](Cc3ccccc3)C(=O)N2[C@@H]1c1ccc(O)cc1,-7
CCn1nc(C)c(Br)c1-c1nc(-c2ccccc2)no1,-6
CC(C)C[C@@H]1NC(=O)[C@@H]2C[C@H](C(=O)NCCCCCCN(C)C)[C@H](c3ccc(O)cc3)N2C1=O,60
C=C(C)Cn1c(-c2ccccc2)nc2ccccc21,29
COc1ccc(NC(=O)Nc2cccc3c2O[C@H](CN(C)C(=O)Nc2ccc(C(F)(F)F)cc2)[C@@H](C)CN([C@H](C)CO)C3=O)cc1,-14
COc1cc(OC)nc(NCC(NC(=O)c2ccccc2)C(N)=O)n1 (stereo unspecified),10
C[C@@H]1CCCCO[C@@H](CN(C)C(=O)Nc2ccccc2)[C@@H](C)CN([C@H](C)CO)C(=O)c2cc(N(C)C)ccc2O1,3
CCC(=O)N1c2ccccc2NC2=C(C(=O)CC(c3ccccc3)C2)C1c1ccccc1 (stereo unspecified),8
C[C@H](CO)N1C[C@H](C)[C@H](CN(C)Cc2cccc(C(F)(F)F)c2)Oc2ncc(-c3ccc(F)cc3)cc2C1=O,50
CC(=O)N1/C(=C/c2ccc(N(C)C)cc2)C(=O)c2ccccc21,151*
S=C(Nc1ccccc1)N1CCC(c2ccccc2)=N1,-4
CCOC(=O)c1c(C)n(-c2ccc(OC)cc2)c2ccc(OC)cc12,4
C[C@H]1CN([C@@H](C)CO)C(=O)c2cc(NC(=O)Cn3cnnn3)ccc2O[C@H]1CN(C)CC1CCCCC1,-6
C[C@H](CO)N1C[C@H](C)[C@H](CN(C)Cc2ccc(C(=O)Nc3ccccc3N)cc2)Oc2ccc(NS(=O)(=O)c3ccc(Cl)cc3)cc2C1=O,10
O=C(CSc1nnc(Cc2ccccc2)o1)N1c2ccccc2Sc2ccccc21,-7
C[C@@H]1CN([C@H](C)CO)C(=O)Cc2cc(NS(C)(=O)=O)ccc2O[C@@H]1CN(C)S(=O)(=O)c1ccc(F)cc1,-15
C[C@H]1CN([C@@H](C)CO)C(=O)c2cc(NC(=O)Nc3ccccc3)ccc2O[C@@H]1CN(C)S(=O)(=O)c1cccs1,-10
O=C(CSc1nnc(-c2ccccc2)n1-c1ccccc1)Nc1ccc(Br)cc1,0
C[C@H]1CN([C@@H](C)CO)C(=O)c2cccc(NC(=O)c3cnccn3)c2O[C@@H]1CN(C)Cc1ccc(-c2ccccc2)cc1,118*
C/C=C(/C)C(=O)O[C@@H](C)[C@@](C)(O)C(=O)O[C@H](C)[C@@H](OC(=O)/C(C)=C\C)c1cc(OC)c2c(c1)OCO2,6
C[C@@H]1CN([C@@H](C)CO)C(=O)Cc2cc(NS(=O)(=O)c3ccccc3)ccc2O[C@@H]1CN(C)S(C)(=O)=O,1
CCC(C)CCCCCCCCC1CC(=O)NC(CCC(N)=O)C(=O)NC(CC(C)C)C(=O)NC(CC(C)C)C(=O)NC(C(C)C)C(=O)NC(CC(=O)O)C(=O)NC(CC(C)C)C(=O)NC(C(C)C)C(=O)O1 (stereo unspecified),-6
COc1ccc(NCC(C#N)C(=O)NCc2ccc(Cl)cc2)cc1 (stereo unspecified),61
O=C(CCOc1ccccc1)Nc1nc2c(ccc3ccccc32)s1,3
COc1ccc(CCN=C2CCc3ccccc3N2)cc1OC,-12
COCCNC(=O)c1ccccc1NC(=O)c1ccco1,-5
C[C@H]1CN([C@@H](C)CO)C(=O)c2cccc(NC(=O)C3CCOCC3)c2O[C@H]1CN(C)S(=O)(=O)c1cn(C)cn1,29
Cn1nnnc1SCC(=O)Nc1ccc(F)c(F)c1,-2
O=C1O[C@@H](c2ccccc2)[C@@H](c2ccccc2)N2[C@@H](c3ccc(OCCO)cc3)[C@]3(C(=O)Nc4ccc(C#CC5(O)CCCCCC5)cc43)[C@@H](C(=O)N3CCCCCCC3)[C@H]12,135*
O=C1O[C@H](c2ccccc2)[C@H](c2ccccc2)N2[C@H]1[C@@H](C(=O)N1CCN(c3ncccn3)CC1)[C@]1(C(=O)Nc3ccccc31)[C@H]2c1ccccc1OCCO,170*
COc1ccc(CN(C)C[C@H]2Oc3c(NC(=O)c4cc(C)nn4C)cccc3C(=O)N([C@H](C)CO)C[C@@H]2C)cc1,19
Cc1nc(-c2ccccc2)sc1C(=O)C1C(=O)C(=O)N(CCN(C)C)C1c1cccc([N+](=O)[O-])c1 (stereo unspecified),6
C[C@H](CO)N1C[C@H](C)[C@@H](CN(C)Cc2ccc(C(=O)O)cc2)Oc2ccc(NC(=O)CCN3CCOCC3)cc2C1=O,-11
COc1ccc(NC(=O)CSc2nnc(-c3ccccc3)n2-c2ccccc2)c([N+](=O)[O-])c1,-9
O=C(C1CC(=O)N(c2ccc(OCc3ccccc3Cl)cc2)C1)N1CCOCC1 (stereo unspecified),-2
Cc1cc(N(CC(=O)Nc2ccc3c(c2)OCCO3)S(C)(=O)=O)ccc1Br,4
COc1ccc(NC(=O)N(C)C[C@@H]2Oc3ccc(NC(=O)c4ccncc4)cc3CC(=O)N([C@H](C)CO)C[C@@H]2C)cc1,-4
Cc1ccc(C(=O)Cn2c(C)csc2=Nc2ccccc2)cc1,5
O=C(COc1ccccc1[N+](=O)[O-])Nc1ccc2oc(=O)ccc2c1,-4
Cc1ccccc1-c1nc(S(=O)(=O)c2ccc(Br)cc2)c(NCc2cccnc2)o1,21
Cc1noc(C)c1NC(=O)N(C)C[C@@H]1Oc2ccc(NC(=O)CCCCCC(=O)Nc3ccccc3N)cc2C(=O)N([C@@H](C)CO)C[C@@H]1C,-8
Cc1noc(C)c1NC(=O)N(C)C[C@@H]1Oc2ccc(N(C)C)cc2C(=O)N([C@H](C)CO)C[C@H]1C,-9
COc1ccc(-c2cc(C(F)(F)F)nc(SCC(=O)Nc3ccc(C)cc3)n2)cc1,-8
C[C@H]1CN([C@@H](C)CO)C(=O)c2cc(NC(=O)Cc3cn(C)c4ccccc34)ccc2O[C@@H]1CN(C)S(=O)(=O)c1cccs1,9
COc1ccccc1NC(=O)CSc1nc2nc(C)cc(C)c2c(=O)[nH]1,19
O=C(CSc1nnc(Nc2ccccc2)n1-c1ccccc1)Nc1ccccc1Cl,-3
C[C@H]1CN([C@@H](C)CO)C(=O)Cc2cc(NC(=O)Nc3ccccc3)ccc2O[C@@H]1CN(C)C(=O)Nc1ccc2c(c1)OCO2,39
C[C@@H]1CN([C@H](C)CO)C(=O)c2cccc(NC(=O)c3cnccn3)c2O[C@@H]1CN(C)Cc1ccc(C(=O)O)cc1,-13
Cc1ccc(S(=O)(=O)Nc2ccc3c(c2)C(=O)N([C@@H](C)CO)C[C@H](C)[C@H](CN(C)C(=O)NC2CCCCC2)O3)cc1,-2
CNC[C@@H]1Oc2c(NC(=O)NC(C)C)cccc2C(=O)N([C@@H](C)CO)C[C@H]1C,2
COc1ccc(NC(=O)Nc2ccc3c(c2)CC(=O)N([C@@H](C)CO)C[C@H](C)[C@H](CN(C)C(=O)Nc2ccc(C(F)(F)F)cc2)O3)cc1,9
COc1ccc(NC(=O)N(C)C[C@@H]2Oc3ccc(NC(=O)c4ccncc4)cc3C(=O)N([C@H](C)CO)C[C@@H]2C)cc1,-6
CC1(C)Cc2nc3nc(SCC(=O)c4ccc(Br)cc4)n(-c4ccccc4)c(=O)c3cc2CO1,-1
CC(C)NC(=O)Nc1ccc2c(c1)C(=O)N([C@@H](C)CO)C[C@H](C)[C@H](CN(C)C(=O)Nc1ccc(C(F)(F)F)cc1)O2,-2
O=C(COC(=O)c1ccc(Cl)cc1NC(=O)c1ccc(Cl)cc1)c1ccccc1,32
CC(C)(C)c1ccc(NC(=O)c2ccc(C(C)(C)C)s2)cc1,-3
CCCCC(C(N)=O)C1=NC(C)(C)Cc2ccccc21 (stereo unspecified),-7

# Reprinted at random: 6 entries already listed
SMILES,ROS inducer
COc1ccc(NC(=O)Nc2ccc3c(c2)CC(=O)N([C@@H](C)CO)C[C@H](C)[C@H](CN(C)C(=O)Nc2ccc(C(F)(F)F)cc2)O3)cc1,9
Cc1cc(N(CC(=O)Nc2ccc3c(c2)OCCO3)S(C)(=O)=O)ccc1Br,4
CNC[C@@H]1Oc2c(NC(=O)NC(C)C)cccc2C(=O)N([C@@H](C)CO)C[C@H]1C,2
Cc1noc(C)c1S(=O)(=O)Nc1ccc2c(c1)C(=O)N([C@H](C)CO)C[C@H](C)[C@@H](CN(C)C(=O)C1CCCCC1)OCCCC[C@@H](C)O2,22
CC(=O)N(O)CCCCCNC(=O)CCC(=O)N(O)CCCCCNC(=O)CCC(=O)N(O)CCCCCN,0
COC(=O)c1cc(OC)c(OC)cc1NC(=O)COc1ccccc1F,3

# The list goes on:
SMILES,ROS inducer
COc1ccc(NC(=O)N(C)C[C@H]2Oc3ccc(NC(=O)NC4CCCCC4)cc3C(=O)N([C@@H](C)CO)C[C@@H]2C)cc1,2
C[C@@H]1CN([C@H](C)CO)C(=O)Cc2cc(NS(=O)(=O)c3ccc(Cl)cc3)ccc2O[C@H]1CN(C)Cc1ccc(Cl)c(Cl)c1,12
COc1ccc(C(=C2C(=O)Nc3ccccc32)c2ccc(OC)cc2)cc1,-14
C[C@H]1CN([C@@H](C)CO)C(=O)c2cc(NC(=O)Cc3ccccc3)ccc2O[C@@H]1CN(C)C(=O)Nc1ccc2c(c1)OCO2,-4
COc1ccc(NC(=O)CSc2nnc(C)c(=O)[nH]2)cc1Cl,-6
CNC[C@@H]1Oc2ccc(NS(=O)(=O)c3ccccc3)cc2C(=O)N([C@H](C)CO)C[C@@H]1C,-8
CCc1cc2c(SCC(=O)N3CCc4ccccc43)ncnc2s1,57
C[C@@H]1CN([C@H](C)CO)C(=O)Cc2cc(NC(=O)CCN3CCOCC3)ccc2O[C@@H]1CN(C)S(=O)(=O)c1ccccc1,1
COC(=O)CCCCCCC(=O)N/N=C/c1ccc(OC)c(Br)c1,3
Cc1noc(C)c1NC(=O)Nc1ccc2c(c1)C(=O)N([C@H](C)CO)C[C@H](C)[C@H](CN(C)C(=O)Nc1ccc(C(F)(F)F)cc1)OCCCC[C@@H](C)O2,6
Nc1ncnc(NCCCN2CCOCC2)c1[N+](=O)[O-],-7
COc1ccc(NC(=O)N(C)C[C@H]2Oc3c(NS(=O)(=O)c4ccccc4)cccc3C(=O)N([C@@H](C)CO)C[C@@H]2C)cc1,-9
CC(C)CCNC(=O)C1c2ccccc2Oc2ccccc21,-10

# Not all compounds are listed; count on the stated rates, not on these rows.
